Compound activity from PubChem.
USP10 block: inhibitors of human USP10 deubiquitinase; Ubiquitin carboxyl-terminal hydrolase 10 (Homo sapiens), Q14694; purified USP10, Ub-rhodamine fluorescence, 60 min; inhibition, % at 20 µM; 47,000 compounds, 1.1% hits
Target sequence (Q14694 whole entry, looked up): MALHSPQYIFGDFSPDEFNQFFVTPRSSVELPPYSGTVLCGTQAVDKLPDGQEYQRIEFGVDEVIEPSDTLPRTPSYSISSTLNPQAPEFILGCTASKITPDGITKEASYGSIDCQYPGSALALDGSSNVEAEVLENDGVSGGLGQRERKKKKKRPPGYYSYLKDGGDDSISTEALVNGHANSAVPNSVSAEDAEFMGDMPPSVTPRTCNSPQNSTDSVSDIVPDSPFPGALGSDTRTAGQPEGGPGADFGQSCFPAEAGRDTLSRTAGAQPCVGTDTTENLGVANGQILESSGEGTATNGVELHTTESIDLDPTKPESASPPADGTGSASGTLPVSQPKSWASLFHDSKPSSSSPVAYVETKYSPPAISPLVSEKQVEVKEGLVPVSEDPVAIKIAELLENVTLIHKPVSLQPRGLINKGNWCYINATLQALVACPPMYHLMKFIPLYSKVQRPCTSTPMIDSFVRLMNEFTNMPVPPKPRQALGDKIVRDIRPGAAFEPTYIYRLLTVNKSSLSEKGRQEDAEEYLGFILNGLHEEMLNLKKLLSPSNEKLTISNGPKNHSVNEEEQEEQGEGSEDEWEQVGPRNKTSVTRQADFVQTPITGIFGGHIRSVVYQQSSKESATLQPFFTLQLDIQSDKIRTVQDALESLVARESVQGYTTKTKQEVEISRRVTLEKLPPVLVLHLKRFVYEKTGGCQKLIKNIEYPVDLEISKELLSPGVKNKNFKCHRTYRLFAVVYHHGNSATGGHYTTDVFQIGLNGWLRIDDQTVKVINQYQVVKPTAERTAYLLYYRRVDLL
USP8 inh: inhibitors of human USP8 deubiquitinase; inhibition, % at 20 µM; purified USP8, Ub-rhodamine cleavage fluorescence, 30 min; Ubiquitin carboxyl-terminal hydrolase 8 (Homo sapiens), P40818; 47,000 compounds, 4.2% hits
OTUD3 inh: inhibitors of human OTUD3 deubiquitinase; AID 1645858, 2021; purified OTUD3, Ub-rhodamine fluorescence, 2 h; 47,000 compounds, 0.7% hits; inhibition, % at 25 µM; OTU domain-containing protein 3 (Homo sapiens), Q5T2D3
USP28 block: inhibitors of human USP28 deubiquitinase | Ubiquitin carboxyl-terminal hydrolase 28 (Homo sapiens), Q96RU2 | purified USP28, Ub-rhodamine cleavage fluorescence, 30 min | inhibition, % at 25 µM | 47,000 compounds, 3% hits | AID 1645857, 2021
UCHL1 block: inhibitors of human UCHL1 deubiquitinase | 47,000 compounds, 0.2% hits | inhibition, % at 20 µM | purified UCHL1, Ub-rhodamine cleavage fluorescence
Target sequence (P09936 whole entry, looked up): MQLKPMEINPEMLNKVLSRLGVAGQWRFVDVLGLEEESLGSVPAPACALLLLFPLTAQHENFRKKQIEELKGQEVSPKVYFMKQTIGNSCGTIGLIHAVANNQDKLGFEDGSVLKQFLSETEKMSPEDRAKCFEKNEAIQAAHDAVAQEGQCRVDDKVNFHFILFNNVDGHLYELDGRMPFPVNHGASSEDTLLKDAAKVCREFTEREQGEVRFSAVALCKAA
USP7 block: inhibitors of human USP7 deubiquitinase. purified USP7, Ub-rhodamine cleavage fluorescence. inhibition, % at 20 µM. 47,000 compounds, 0.3% hits. AID 1645854, 2021
USP30 inh: inhibitors of human USP30 deubiquitinase | purified USP30, Ub-rhodamine cleavage fluorescence | inhibition, % at 25 µM | 47,000 compounds, 5.3% hits | AID 1645860, 2021
USP17 block: inhibitors of human USP17 deubiquitinase; purified USP17, Ub-rhodamine cleavage fluorescence, 3 h; inhibition, % at 50 µM; 47,000 compounds, 6.5% hits
* hit, by the source's call. Cut-off read from the data, not from the text of the source: active = inhibition above about 30%; inactive = the rest.

`CCCC(=O)Nc1ccc(Nc2cc(N3CCOCC3)nc(C)n2)cc1` gave USP10 block 5, USP8 inh -22, OTUD3 inh -6, USP28 block 0, UCHL1 block -1, USP7 block 3, USP30 inh 6 and USP17 block -11.
`O=C(COc1ccc(-c2ccccc2)cc1)N1CCC(Cc2ccccc2)CC1` gave USP10 block 10, USP8 inh -232, OTUD3 inh 21, USP28 block 22, UCHL1 block 7, USP7 block -5, USP30 inh 22 and USP17 block 12.
`CNc1nc(N2CCCCCC2)nc(-n2cnc(SC)n2)n1` gave USP10 block 2, USP8 inh 9, OTUD3 inh 0, USP28 block 12, UCHL1 block 2, USP7 block -13, USP30 inh 3 and USP17 block 0.
`Cc1cccc(C(=O)NCc2csc(C)n2)c1` gave USP10 block 1, USP8 inh 3, OTUD3 inh -3, USP28 block -1, UCHL1 block -1, USP7 block 1, USP30 inh 11 and USP17 block 0.
For O=C(NC(c1ccccc1)c1ccccc1)C1CCCO1 (stereo not given) the results were USP10 block 0, USP8 inh 9, OTUD3 inh 2, USP28 block 2, UCHL1 block -2, USP7 block -2, USP30 inh -13 and USP17 block 0.
O=C(Nc1cc(F)c2nc(N3CCOCC3)ccc2c1)C1CC1 was read as USP10 block -8, USP8 inh 59*, OTUD3 inh 6, USP28 block 18, UCHL1 block 7, USP7 block -4, USP30 inh -11 and USP17 block 76*.
For CC(=O)NC(Cc1ccccc1)C(=O)NC1CCN(c2nc(C)cc(C)c2C#N)CC1 (stereo not given) the results were USP10 block -8, USP8 inh -5, OTUD3 inh -4, USP28 block -7, UCHL1 block -3, USP7 block -1, USP30 inh -28 and USP17 block -14.
CCCCNC(=O)c1ccc(-c2ccccc2)nc1C was read as USP10 block -1, USP8 inh -4, OTUD3 inh -5, USP28 block -9, UCHL1 block -2, USP7 block -5, USP30 inh -5 and USP17 block -11.
Screening Cc1ccc(CS(=O)(=O)c2cn(CC(=O)NCCc3ccccc3)c3ccccc23)cc1 returned USP10 block 17, USP8 inh 25, OTUD3 inh 1, USP28 block -6, UCHL1 block 0, USP7 block 7, USP30 inh -4 and USP17 block 3.
Screening O=[N+]([O-])c1cc(-c2nnc3c(C(F)(F)F)nc4ccccc4n23)ccc1Cl returned USP10 block 0, USP8 inh -28, OTUD3 inh 7, USP28 block 4, UCHL1 block 1, USP7 block 18, USP30 inh 21 and USP17 block 7.
Screening CC1[C@@H]2[C@@H](COc3cccnc3)C[C@H](CN1C(=O)c1cccnc1)N2C (stereo not given in full) returned USP10 block 1, USP8 inh 2, OTUD3 inh -8, USP28 block -5, UCHL1 block -3, USP7 block 1, USP30 inh -41 and USP17 block -59.
Screening Cc1cc2nc(C3CCN(Cc4ccc(F)cc4F)CC3)cc(N)n2n1 returned USP10 block -2, USP8 inh -5, OTUD3 inh -12, USP28 block -14, UCHL1 block 0, USP7 block -3, USP30 inh -14 and USP17 block -9.
`Cc1cccc2sc(NC(=O)c3ccncc3)nc12` gave USP10 block -1, USP8 inh 2, OTUD3 inh -30, USP28 block -39, UCHL1 block -3, USP7 block -1, USP30 inh -123 and USP17 block -4.
O=C(c1cccnc1)N1CC[C@@H]2CN(CCc3ccccc3)S(=O)(=O)[C@@H]2CC1 was read as USP10 block 0, USP8 inh 1, OTUD3 inh 0, USP28 block -3, UCHL1 block -2, USP7 block 0, USP30 inh -7 and USP17 block -2.
`CCN(Cc1ccccc1)C(=O)c1ccccc1NC(=O)Cn1c(C)cc(C)c(C#N)c1=O` gave USP10 block -8, USP8 inh -46, OTUD3 inh -127, USP28 block -115, UCHL1 block -57, USP7 block -70, USP30 inh inactive and USP17 block -111.

Retrieved by structure from the list above:
O=C(c1cccnc1)N1CC[C@@H]2CN(CCc3ccccc3)S(=O)(=O)[C@@H]2CC1 was read as USP10 block 0, USP8 inh 1, OTUD3 inh 0, USP28 block -3, UCHL1 block -2, USP7 block 0, USP30 inh -7 and USP17 block -2.
`Cc1cccc2sc(NC(=O)c3ccncc3)nc12` gave USP10 block -1, USP8 inh 2, OTUD3 inh -30, USP28 block -39, UCHL1 block -3, USP7 block -1, USP30 inh -123 and USP17 block -4.
Screening Cc1cc2nc(C3CCN(Cc4ccc(F)cc4F)CC3)cc(N)n2n1 returned USP10 block -2, USP8 inh -5, OTUD3 inh -12, USP28 block -14, UCHL1 block 0, USP7 block -3, USP30 inh -14 and USP17 block -9.
`CNc1nc(N2CCCCCC2)nc(-n2cnc(SC)n2)n1` gave USP10 block 2, USP8 inh 9, OTUD3 inh 0, USP28 block 12, UCHL1 block 2, USP7 block -13, USP30 inh 3 and USP17 block 0.
`CCN(Cc1ccccc1)C(=O)c1ccccc1NC(=O)Cn1c(C)cc(C)c(C#N)c1=O` gave USP10 block -8, USP8 inh -46, OTUD3 inh -127, USP28 block -115, UCHL1 block -57, USP7 block -70, USP30 inh inactive and USP17 block -111.

Next results:
`O=C(CSc1nnc2ccc(-c3ccc4c(c3)OCO4)nn12)NCC1CCCO1` (stereo not given) gave USP10 block 2, USP8 inh 13, OTUD3 inh 23, USP28 block 10, UCHL1 block 3, USP7 block 3 and USP30 inh 42*.
Screening Cc1ccc2c(=O)cc(CN(C)Cc3ccc(F)cc3)[nH]c2c1C returned USP10 block -5, USP8 inh -2, OTUD3 inh -5, USP28 block 3, UCHL1 block 0, USP7 block -5, USP30 inh -8 and USP17 block -7.
O=C(Cn1cc(C(=O)C2CC2)c2ccccc21)NCCOc1ccc(Cl)cc1 was read as USP10 block 1, USP8 inh 32*, OTUD3 inh 13, USP28 block 12, UCHL1 block 0, USP7 block 10, USP30 inh 27 and USP17 block 20.
For COc1ccccc1CNC(=O)CCC(=O)N1CCSc2ccccc21 the results were USP10 block 2, USP8 inh 6, OTUD3 inh 6, USP28 block 9, UCHL1 block 0, USP7 block -1, USP30 inh 15 and USP17 block 0.
For COc1ccc(C(=O)NC(c2ccc(Cl)cc2)C2CC2)cc1 (stereo not given) the results were USP10 block 5, USP8 inh 9, OTUD3 inh 4, USP28 block 6, UCHL1 block 4, USP7 block 7, USP30 inh 22 and USP17 block 22.
O=C(CC(c1cccc(F)c1)n1cccc1)N1CCN(c2ncccn2)CC1 (stereo not given) was read as USP10 block -1, USP8 inh -98, OTUD3 inh 3, USP28 block -1, UCHL1 block 1, USP7 block -2, USP30 inh 3 and USP17 block -16.
CCC(=O)N1C2=C(CCCC2)C(=O)NC12CCCCC2 was read as USP10 block 0, USP8 inh 9, OTUD3 inh 1, USP28 block 15, UCHL1 block 0, USP7 block 2, USP30 inh 2 and USP17 block 3.
Screening Cc1ccccc1NC(=O)c1cc(S(=O)(=O)N2CCCCCC2)cn1C returned USP10 block 7, USP8 inh 16, OTUD3 inh 7, USP28 block 10, UCHL1 block 5, USP7 block 4, USP30 inh 21 and USP17 block 13.
`C/C1=C\CCC(C)C(O)CC(O)C(C)C(O)CCC(C)C(O)CC2(O)OC(CC(OC(=O)CC(=O)O)CC(O)CC(O)CC(O)C(C)C(O)/C=C/C(C)C(C(C)CCCCCCCCN=C(N)N)OC1=O)CC(O)C2O` (stereo not given) gave USP10 block -9, USP8 inh -19, OTUD3 inh -26, USP28 block 51*, UCHL1 block -2, USP7 block -9, USP30 inh -42 and USP17 block 2.
`O=C(CCCc1nnc2c(=O)n(-c3cccc(F)c3)ccn12)NCc1ccc(Cl)cc1` gave USP10 block 17, USP8 inh 19, OTUD3 inh -7, USP28 block -10, UCHL1 block 15, USP7 block 28, USP30 inh -38 and USP17 block 35*.
For CCN(CC)S(=O)(=O)c1ccc2c(c1)NC(=O)C(C)C(=O)N2 (stereo not given) the results were USP10 block 1, USP8 inh 17, OTUD3 inh 6, USP28 block 12, UCHL1 block 4, USP7 block 6, USP30 inh -46 and USP17 block -2.
`O=C(O)c1ccccc1Cc1nc2cc(C(F)(F)F)ccc2c(=O)[nH]1` gave USP10 block 3, USP8 inh 17, OTUD3 inh 9, USP28 block 12, UCHL1 block 1, USP7 block 0, USP30 inh 22 and USP17 block 16.
`Cc1nc(C2CCNCC2)nc2c1CCC(=O)N2CCc1ccccc1` gave USP10 block 0, USP8 inh 1, OTUD3 inh -10, USP28 block -12, UCHL1 block 0, USP7 block 0, USP30 inh -8 and USP17 block -22.
For COc1ccc(-c2nc(Cn3nnc(C(=O)Nc4ccc(C)c(C)c4)c3N)c(C)o2)cc1 the results were USP10 block 22, USP8 inh 28, OTUD3 inh 1, USP28 block -2, UCHL1 block 5, USP7 block 6, USP30 inh 8 and USP17 block 80*.
Screening O=C1CC(NC(=O)CC(c2ccccc2)c2ccccc2)CN1 (stereo not given) returned USP10 block 1, USP8 inh 1, OTUD3 inh 10, USP28 block 4, UCHL1 block 1, USP7 block 2, USP30 inh 6 and USP17 block 0.
COc1cc(C2CCN(C(=O)Nc3ccc(C(=O)O)cc3)CC2)on1 was read as USP10 block -1, USP8 inh 21, OTUD3 inh 11, USP28 block 12, UCHL1 block 3, USP7 block 7, USP30 inh 13 and USP17 block 15.
For O=C(CCc1nnc2n(Cc3ccccc3)c(=O)c3ccccc3n12)NCCN1CCCC1 the results were USP10 block 1, USP8 inh -4, OTUD3 inh -7, USP28 block -2, UCHL1 block -5, USP7 block -56, USP30 inh -2 and USP17 block -12.
CC1CC(=O)Nc2cc(S(=O)(=O)CCC(=O)N3CCc4ccccc4C3)ccc2S1 (stereo not given) was read as USP10 block -2, USP8 inh -21, OTUD3 inh -1, USP28 block 7, UCHL1 block -3, USP7 block -9, USP30 inh -33 and USP17 block -18.
O=C(C1Cn2ccnc2C2(CCN(Cc3cccc(Cl)c3)CC2)O1)N1CCOCC1 (stereo not given) was read as USP10 block 0, USP8 inh -88, OTUD3 inh -4, USP28 block -12, UCHL1 block -2, USP7 block -3, USP30 inh -19 and USP17 block -27.
Screening COc1ccc(CC(=O)N2CC(=O)N(CCCc3ccccc3)CC(O)C2)cc1 (stereo not given) returned USP10 block 2, USP8 inh 18, OTUD3 inh 21, USP28 block 11, UCHL1 block 2, USP7 block 0, USP30 inh 26 and USP17 block 13.
O=C(CN1CCCCC1)Nc1nnc(-c2ccc([N+](=O)[O-])cc2)s1 was read as USP10 block 11, USP8 inh -79, OTUD3 inh 40*, USP28 block 35*, UCHL1 block 7, USP7 block 4, USP30 inh 34* and USP17 block 38*.
For Cc1ccc(-n2nnnc2CNC(=O)Nc2ccccc2)cc1 the results were USP10 block 0, USP8 inh 1, OTUD3 inh 5, USP28 block -1, UCHL1 block 2, USP7 block -3, USP30 inh 1 and USP17 block -3.
`Fc1ccc(CN2CCC([C@@H]3C[C@H](C(F)(F)F)n4ncnc4N3)CC2)cc1` gave USP10 block -1, USP8 inh 12, OTUD3 inh 9, USP28 block -2, UCHL1 block 1, USP7 block 3, USP30 inh 15 and USP17 block 1.
COc1ccc(CNC(=O)c2cc(S(=O)(=O)N3CCOCC3)ccc2C)cc1OC was read as USP10 block 1, USP8 inh -5, OTUD3 inh -2, USP28 block -8, UCHL1 block -2, USP7 block 3, USP30 inh 5 and USP17 block -3.
CN(C)CCNC(=O)c1ccc2ccc(N(C)Cc3ccccc3)n2c1 was read as USP10 block -13, USP8 inh -86, OTUD3 inh -75, USP28 block -84, UCHL1 block -9, USP7 block -5, USP30 inh -410 and USP17 block -75.
`COc1cc(C2NCCc3cc(OC)c(OC)cc32)ccc1O` (stereo not given) gave USP10 block 0, USP8 inh 0, OTUD3 inh 0, UCHL1 block 2, USP7 block 4 and USP17 block 9.
Screening CCC(=O)Nc1ccc(-n2cnc(C(=O)NC3CCCC3)c2)nc1 returned USP10 block 4, USP8 inh 7, OTUD3 inh 6, USP28 block 6, UCHL1 block 0, USP7 block 4, USP30 inh 32* and USP17 block 10.
Screening COc1cccc(-c2ocnc2C(=O)Nc2cc(C)ccc2C)c1 returned USP10 block 7, USP8 inh -4, OTUD3 inh 1, USP28 block -17, UCHL1 block 1, USP7 block 3, USP30 inh 0 and USP17 block -8.
Cc1cnc(C(=O)N2C[C@H]3C[C@H]4[C@](C2)(CN(Cc2ccccc2)S4(=O)=O)O3)cn1 was read as USP10 block -1, USP8 inh -53, OTUD3 inh 18, USP28 block 7, UCHL1 block 3, USP7 block 2, USP30 inh 10 and USP17 block -3.
